Assay outcomes (PubChem BioAssay)
Neddyl block: inhibitors of cullin neddylation, primary screen, biochemical, TR-FRET, uHTS, NAE and Ubc12; NEDD8-conjugating enzyme Ubc12 (Homo sapiens) + NEDD8-activating enzyme E1 regulatory …; calls only at 25 µM; 360,000 compounds, 0.58% hits; AID 651699, 2012; in the data active = inhibition above about 36%
Target sequence (P61081 whole entry, looked up): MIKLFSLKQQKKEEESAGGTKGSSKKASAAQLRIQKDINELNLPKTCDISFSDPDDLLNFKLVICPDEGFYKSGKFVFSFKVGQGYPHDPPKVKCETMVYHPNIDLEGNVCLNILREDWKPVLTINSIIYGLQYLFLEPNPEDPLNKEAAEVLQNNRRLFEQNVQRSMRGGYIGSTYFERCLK
Target sequence (Q13564 whole entry, looked up): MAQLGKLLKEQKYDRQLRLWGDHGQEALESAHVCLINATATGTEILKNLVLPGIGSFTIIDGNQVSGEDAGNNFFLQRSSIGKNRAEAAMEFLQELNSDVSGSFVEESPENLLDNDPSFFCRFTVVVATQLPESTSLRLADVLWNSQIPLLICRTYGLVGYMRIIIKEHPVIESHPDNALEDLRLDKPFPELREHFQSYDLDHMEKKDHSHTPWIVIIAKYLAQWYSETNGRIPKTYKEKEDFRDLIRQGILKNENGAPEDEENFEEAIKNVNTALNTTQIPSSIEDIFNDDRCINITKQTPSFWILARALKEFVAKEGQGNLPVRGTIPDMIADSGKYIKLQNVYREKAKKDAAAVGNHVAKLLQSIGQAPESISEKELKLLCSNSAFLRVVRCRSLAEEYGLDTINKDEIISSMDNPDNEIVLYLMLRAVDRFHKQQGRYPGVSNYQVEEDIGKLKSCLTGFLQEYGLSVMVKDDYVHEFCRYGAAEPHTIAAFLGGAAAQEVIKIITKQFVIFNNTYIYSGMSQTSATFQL
Tb MetRS inh: T. brucei MetRS inhibitors, primary screen, biochemical, luminescence. methionyl-tRNA synthetase (Trypanosoma brucei brucei). purified T. brucei MetRS, ATP depletion, Kinase-Glo luminescence. inhibition, % at 11.9 µM. 360,000 compounds, 0.4% hits. AID 624268, 2012;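 active = inhibition above a per-plate cutoff of the control wells' mean inhibition plus 3 SD, cut at about 5.5% in these data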;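 note: 0% = DMSO wells median and 100% = median of wells with control inhibitor compound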
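Measured by: Kinase-Glo luciferase luminescence reporting remaining unconsumed ATP. Material: purified T. brucei MetRS enzyme. Doses: 11.9 µM compound single dose, 0.9% DMSO. Medium: HEPES buffer containing pyrophosphatase, BSA, spermine, DTT. Times: 15 min preincubation, 2 h reaction, all 25 °C. Reagent: methionine, ATP and bulk E. coli tRNA.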
Scp1 inh: Scp-1 phosphatase inhibitors, primary screen, biochemical, colorimetric, uHTS. Recombinant Scp1, phosphopeptide, malachite green phosphate absorbance. AID 493091, 2011. inhibition, % at 20 µM. 340,000 compounds, 0.88% hits;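 active = inhibition above about 50% at 20 µM, limit read from the data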;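 note: plate controls were DMSO wells with enzyme for no effect and wells lacking enzyme for full effect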
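Times: enzyme reaction 45 min at room temperature, colour 5 min, stabilisation 30 min. Material: SCP-1 catalytic fragment, aa 76-261. Medium: Acidic Tris acetate buffer with magnesium and detergent. Signal: colorimetric free-phosphate detection, absorbance 630 nm. Read-out basis: % inhibition of SCP-1 phosphate liberation. Reagent: Phosphorylated 17-residue peptide substrate.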
STEP inh: STEP phosphatase inhibitors, primary screen, biochemical, fluorescence intensity, uHTS; Tyrosine-protein phosphatase non-receptor type 5 (Homo sapiens), P54829; recombinant STEP, OMFP fluorogenic substrate; inhibition, % at 20 µM; 360,000 compounds, 0.25% hits;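 active = inhibition at 20 µM, scaled per plate between control wells, above about 37%, limit read from the data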;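 note: 0% = DMSO with enzyme and substrate and 100% = substrate only without enzyme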
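Assay system: isolated STEP enzyme. Buffer or medium: pH 6.0 Bis-Tris with DTT and Tween 20. Also added: fluorogenic phosphatase substrate OMFP at 25 µM final. Dosing: 20 µM, 1% DMSO. Timing: 20 min reaction, room temperature, in the dark. Measured by: fluorescence intensity, excitation 480 nm, emission 540 nm. Evaluation: normalized % inhibition.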
CendR NRP1 mod: modulators of CendR peptide binding to NRP-1, primary screen, biochemical, fluorescence polarization, uHTS | Neuropilin-1 (Homo sapiens), O14786 | FAM-RPARPAR peptide binding to NRP-1 | inhibition, % at 25 µM | 360,000 compounds, 0.85% hits | AID 602438, 2012;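 active = inhibition or corrected inhibition above about 18%, plus a signal ratio from 0.5 to 1.5, limit read from the data, passing the limit was not always enough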; note: strong numbers were not always called active
LMPTP inh: LMPTP phosphatase inhibitors, primary screen, biochemical, fluorescence intensity, uHTS. recombinant LMPTP-A, OMFP fluorogenic substrate. inhibition, % at 20 µM. 360,000 compounds, 0.22% hits. AID 651560, 2012;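 active = compounds that cut the enzyme signal by at least half of the control window in the single-dose screen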;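 note: plate controls were DMSO wells with enzyme plus substrate for no effect and substrate without enzyme for full effect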
Target sequence (P24666 whole entry, looked up): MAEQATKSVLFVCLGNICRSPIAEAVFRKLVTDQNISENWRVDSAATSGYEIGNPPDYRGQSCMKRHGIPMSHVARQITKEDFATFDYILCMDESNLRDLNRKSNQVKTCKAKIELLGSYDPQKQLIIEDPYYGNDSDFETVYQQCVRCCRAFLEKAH
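Test system: LMPTP-A phosphatase enzyme. Amount: LMPTP-A at 0.625 nM final in the reaction. Reagent: OMFP substrate, 400 µM final. Times: 50 min at room temperature. Signal: endpoint fluorescence intensity from OMFP dephosphorylation. Read-out basis: % inhibition. Benchmarks: no-enzyme and uninhibited controls.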
NadD block: inhibitors of S. aureus NadD, primary screen, biochemical, colorimetric, uHTS. Nicotinate-nucleotide adenylyltransferase NadD (Staphylococcus aureus N315). purified NadD enzyme, colorimetric absorbance read-out. AID 602399, 2012. 360,000 compounds, 0.78% hits. inhibition, % at 20 µM; in the data active = inhibition above about 26%; note: some compounds past the cut are filed as inactive
SUMO1 PPI mod: modulators of SUMO1 protein-protein interactions, primary screen, biochemical, uHTS; Small ubiquitin-related modifier 1 (Homo sapiens), P63165; SUMO1 binding to a labelled peptide, TR-FRET, 1 h; inhibition, % at 20 µM; 360,000 compounds, 0.33% hits; AID 602429, 2012; in the data active = inhibition above about 37%
Target sequence (P63165 whole entry, looked up): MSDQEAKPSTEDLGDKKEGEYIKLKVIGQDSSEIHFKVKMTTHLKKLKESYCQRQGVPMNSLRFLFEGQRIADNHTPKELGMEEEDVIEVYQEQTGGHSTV
DNMT1 inh: human DNMT1 methyltransferase inhibitors, primary screen, biochemical, molecular beacon, fluorescence, HinP1I cleavage, uHTS | 360,000 compounds, 0.83% hits | DNA (cytosine-5)-methyltransferase 1 (Homo sapiens), P26358 | inhibition (reported as % activation of signal), % at 10 µM; in the data active = inhibition above about 50%
SKN-1 block: suppressors of acrylamide-induced Pgst-4::GFP reporter in worms, primary screen, SKN-1 inhibitor project, whole organism, uHTS, GFP/RFP fluorescence ratio, strain VP596. C. elegans VP596 Pgst-4::GFP/RFP ratio, 24 h. inhibition, % at 21.8 µM. 360,000 compounds, 0.49% hits. AID 624304, 2012;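 active = interference check ratio from 0.5 to 1.5 plus GFP to RFP signal ratio inhibition reaching or exceeding a fixed threshold, cut at about 30% in these data, passing the limit was not always enough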; note: some compounds called inactive have numbers as strong as hits
Active calls of the source: *; i = inactive; & = joins results of further samples.

SMILES	Neddyl block	Tb MetRS inh	Scp1 inh	STEP inh	CendR NRP1 mod	LMPTP inh	NadD block	SUMO1 PPI mod	DNMT1 inh	SKN-1 block
CCC(C)[C@H](NC(=O)NC1CCN(Cc2ccccc2)CC1)C(=O)OC (stereo partly specified)	i	0.1	-2	-2	-3	-1.0	-5	0	0	0
Cc1cc([N+](=O)[O-])nn1CC(=O)Nc1c(C)n(C)n(-c2ccccc2)c1=O	i	-0.2	1	-2	4	-0.1	-3	-6	4	8
CC(C)(C)OC(=O)NCCc1nnc(SCc2ccc(Cl)cc2Cl)o1	i	1.6	-7	-2	-4	1.6	3	-3	-1	6
O=C(O)c1ccc(NS(=O)(=O)c2ccc(Cl)c(C(=O)Nc3ccccc3)c2)cc1	i	-0.7	-6	0	1	-0.7	-2	25	0	2
COC(=O)Cc1c(C)nc2nc(-c3ccc(Cl)cc3)[nH]n2c1=O	i	-0.6	1	0	6	0.9	3	1	0	-5
O=C(CC1SC(=Nc2ccccc2)N(CCc2ccccn2)C1=O)Nc1ccc(F)cc1 (stereo unspecified)	i	0.0	1	-2	-7	0.0	-4	4	-4	2
O=C(/C=C/c1ccc(Cl)cc1)N1CCN(Cc2ccccc2)CC1	i	-1.0	-6	-1	14	-0.9	-5	-11	-2	-3
COCCOC(=O)C1=C(C)Nc2nc(C)nn2C1c1ccc(F)cc1 (stereo unspecified)	i	0.1&0.0	-10&-4	1&-2	17&-13	-2.0&-1.6	-4&4	-1&1	4&4	6&10
CN1CCCCc2c1[nH]c1ccccc1c2=O	i	1.5	-9	-2	10	0.4	2	-9	-6	30
Cc1cccc(C)c1NC(=O)CNC(=O)CCNC(=O)c1ccco1	i	0.6	-8	0	0	-0.5	-4	1	4	8
COc1cc(CNc2ccc(CNc3ncn[nH]3)cc2)cc(Cl)c1OCc1ccccc1	i	-1.1	1	-1	2	3.3	21	4	-25	0
CSCC[C@H](NC(=O)OC(C)(C)C)C(=O)NCC1CCC(C(=O)N[C@@H](Cc2ccccc2)C(=O)O)CC1 (stereo partly specified)	i	0.0	0	-1	-10	2.4	-1	4	-6	-6
N#C/C(=C\c1cccc([N+](=O)[O-])c1)c1nnc2n1CCCCC2	i	-0.3	-3	-4	8	2.1	-1	-5	-1	-10
CCC(C)C(=O)Nc1ncc2c(n1)CC(c1cccs1)CC2=O (stereo unspecified)	i	-0.3	-7	2	-9	1.2	1	1	3	5
COc1ccc(-n2c(Cc3cc(=O)[nH]c(=O)[nH]3)nnc2SCC(=O)N2CCCC2)cc1	i	-0.2	-8	-2	5	-3.1	-4	0	1	7
CNC(=O)C1CCN(C(=O)c2ccc(-c3ccccc3)cc2)CC1	i	0.3	3	0	2	-0.8	4	0	-1	-7
N#Cc1c2c(c(Nc3ccc(O)cc3)n3c1nc1ccccc13)CCC2	i	0.9	2	-1	-11	-1.3	7	1	2	0
O=C(COC(=O)/C=C/c1cccs1)NC(=O)Cc1ccccc1	i	-0.3	3	1	1	-0.8	2	-4	-1	8
O=C(Cn1cnc2ccccc21)NCc1ccccc1	i	0.5	-4	-2	0	-0.9	2	-4	0	-3
Cc1cc(OC(=O)c2cc(F)c(F)cc2Cl)nc(C)n1	i	-0.8	-5	3	-19	-0.9	6	-6	2	11
O=CN1CCCN(C(=O)CC2C(=O)NCCN2Cc2cccc(Oc3ccccc3)c2)CC1 (stereo unspecified)	i	-0.3	-9	-2	1	-1.8	-2	-5	-4	6
CC(=O)Nc1ccc(S(=O)(=O)c2ccc(N)cc2)cc1N	i	-0.1	-9	-1	-6	-0.9	4	3	0	18
NC(=O)c1ccccc1NC(=O)NC1CCCCC1	i	-0.6	-13	2	11	-1.8	1	-1	-4	-2
COc1ccc(NS(=O)(=O)c2cc(NC(=O)c3ccc(Cl)cc3)ccc2N2CCOCC2)cc1	i	0.0	-10	-2	-2	2.3	13	2	-17	2
CSCC(O)Cn1[nH]c(=O)c2cc(Cl)c(Cl)cc2c1=O (stereo unspecified)	i	-0.6	-4	-1	10	-0.6	3	-4	2	-6
O=C(CSc1ccccc1)NCc1ccccn1	i	1.0	-10	-1	0	-0.1	2	2	-2	7
O=C(COC(=O)c1cccnc1Nc1ccccc1F)NC1CC1	i	0.2	-3	0	-14	1.3	14	2	-3	1
COCCCn1c(SCC(=O)Nc2ccc3c(c2)OCCO3)nnc1-c1ccoc1C	i	-0.4	-5	3	0	-0.4	-2	4	2	3
CCOC(=O)c1c(NC(=O)/C=C/C(=O)O)sc(C)c1-c1ccc(Cl)cc1	i	0.9	-7	3	-87	0.6	2	25	8	9
Cc1ccccc1-c1nnc(SCC(=O)NC2CCS(=O)(=O)C2)n1C (stereo unspecified)	i	0.1	-1	2	2	-1.3	4	2	6	-4
CC1CCN(c2ccc3nnc(CCC(=O)Nc4cccc(F)c4)n3n2)CC1	i	0.8	1	3	20	1.7	3	-5	-1	15
CCOC(=O)COc1ccc(S(=O)(=O)NCc2cccnc2)cc1	i	0.2	-3	-1	-11	-1.6	-4	0	1	-8
COc1ccccc1C1=NOC(COc2ccc3c(C)cc(=O)oc3c2)C1 (stereo unspecified)	i	0.9	-12	1	7	0.2	-1	-8	-2	9
COc1ccc(Br)cc1/C=N/n1nnnc1N	i	0.2	-7	1	8	-0.8	-2	-22	53*	-10
O=C(CSc1nnc(C2COc3ccccc3O2)o1)N1CCCc2ccccc21 (stereo unspecified)	i	-0.7	-6	-1	3	-0.1	0	-3	-5	18
O=C(O)Cn1c(=O)c2c3c(sc2n(Cc2ccccc2)c1=O)CCCC3	i	-0.4	-14	1	12	-0.6	2	4	-1	16
O=C(COC(=O)C1CCN(S(=O)(=O)c2cccs2)CC1)Nc1ccccc1Br	i	-0.4	-11	1	10	0.5	-11	1	0	-2
O=C(COc1ccccc1)N1CCN=C1c1ccccc1	i	-0.6	0	0	11	-1.9	0	0	5	13
Nc1ccc(Nc2ccccc2)c(Cl)c1	i	-1.4	1	0	7	0.4	-1	-1	-17	-10
CCOC(=O)COc1ccccc1/C=C1\NC(=O)NC1=O	i	-0.2	-3	-2	17	-0.5	-5	-7	2	7

One compound at a time (already shown). Order of screens: Neddyl block	Tb MetRS inh	Scp1 inh	STEP inh	CendR NRP1 mod	LMPTP inh	NadD block	SUMO1 PPI mod	DNMT1 inh	SKN-1 block
Listed for NC(=O)c1ccccc1NC(=O)NC1CCCCC1 : i	-0.6	-13	2	11	-1.8	1	-1	-4	-2
Listed for Nc1ccc(Nc2ccccc2)c(Cl)c1 : i	-1.4	1	0	7	0.4	-1	-1	-17	-10
Listed for COc1ccc(Br)cc1/C=N/n1nnnc1N : i	0.2	-7	1	8	-0.8	-2	-22	53*	-10

In a second layout: results already given
Structure | Neddyl block | Tb MetRS inh | Scp1 inh | STEP inh | CendR NRP1 mod | LMPTP inh | NadD block | SUMO1 PPI mod | DNMT1 inh | SKN-1 block
COc1ccc(NS(=O)(=O)c2cc(NC(=O)c3ccc(Cl)cc3)ccc2N2CCOCC2)cc1 | i | 0.0 | -10 | -2 | -2 | 2.3 | 13 | 2 | -17 | 2
O=C(O)Cn1c(=O)c2c3c(sc2n(Cc2ccccc2)c1=O)CCCC3 | i | -0.4 | -14 | 1 | 12 | -0.6 | 2 | 4 | -1 | 16
O=C(CSc1nnc(C2COc3ccccc3O2)o1)N1CCCc2ccccc21 (stereo unspecified) | i | -0.7 | -6 | -1 | 3 | -0.1 | 0 | -3 | -5 | 18
CCOC(=O)COc1ccc(S(=O)(=O)NCc2cccnc2)cc1 | i | 0.2 | -3 | -1 | -11 | -1.6 | -4 | 0 | 1 | -8
O=C(CSc1ccccc1)NCc1ccccn1 | i | 1.0 | -10 | -1 | 0 | -0.1 | 2 | 2 | -2 | 7

Going on with the list.
SMILES	Neddyl block	Tb MetRS inh	Scp1 inh	STEP inh	CendR NRP1 mod	LMPTP inh	NadD block	SUMO1 PPI mod	DNMT1 inh	SKN-1 block
CCOC(=O)N/N=C\C=C\c1ccc2c(c1)OCO2	i	-0.2	5	-3	-3	-0.4	0	-23	-4	8
O=S(=O)(c1ccc(F)cc1)N1CCN=C1SCc1cccc(F)c1	i	0.0	4	1	2	1.1	-1	1	-2	-5
CC(NC(=O)c1cc(-c2cccnc2)nc2ccc(Br)cc12)C1CCCO1 (stereo unspecified)	i	-0.6	1	-1	6	1.0	1	-7	-3	7
CCCCNc1nc(Cl)nc(Nc2ccc(C)cc2)n1	i	-0.6	-13	-2	0	-0.9	2	-3	6	11
CC(Sc1nc(N)cc(=O)[nH]1)C(=O)Nc1sc2c(c1C#N)CCCC2 (stereo unspecified)	i	0.0	-1	-3	-4	0.7	11	8	2	-1
Oc1cccc(/C=N/N=C/c2cccc(O)c2O)c1O	i	0.1	-7	1	-16	0.6	-1	-28	-1	-12
COc1ccccc1-n1cc(-c2ccccc2)c2c(=S)nc[nH]c21	i	-0.4	-9	1	2	1.0	4	-3	0	5
CC1CCN(CC(=O)Nc2ccc3c(c2)OCO3)CC1	i	0.1	-3	1	-17	0.2	-2	5	2	9
Cc1ccc(/C=N/NC(=O)CNC(=O)COc2ccccc2)cc1	i	0.3	-9	8	-1	-2.3	-6	-4	3	4
Clc1cccc(C2=NOC(c3nnc(-c4ccccc4)o3)C2)c1 (stereo unspecified)	i	-0.4	-9	1	8	-2.1	-8	3	-2	22
